# Rab2A wt mod: changes GTP binding to wildtype dog Rab2A, up or down. P61105. GST-Rab2 wt beads, Bodipy-GTP binding, flow cytometry. GTP binding activity, % at 10 µM. 0.19% of 190,000 active. AID 760;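 active = GTP binding activity at least 20 points away from 100%, either lowered or raised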;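 also: 0% = beads with excess unlabeled GTP and 100% = no-compound control corrected for plate trend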
# Mcl-1 Bim block: inhibitors of Bim-Mcl-1 interaction, human; Q07820; Bead-based flow cytometry, Bim peptide-Mcl-1 binding; inhibition, % at 10 µM; 0.1% of 190,000 active; AID 1009; in the data active = inhibition above about 40%;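 also: 0% = no compound tracer wells and 100% = peptide blocker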
# Target sequence (Q07820 whole entry, looked up): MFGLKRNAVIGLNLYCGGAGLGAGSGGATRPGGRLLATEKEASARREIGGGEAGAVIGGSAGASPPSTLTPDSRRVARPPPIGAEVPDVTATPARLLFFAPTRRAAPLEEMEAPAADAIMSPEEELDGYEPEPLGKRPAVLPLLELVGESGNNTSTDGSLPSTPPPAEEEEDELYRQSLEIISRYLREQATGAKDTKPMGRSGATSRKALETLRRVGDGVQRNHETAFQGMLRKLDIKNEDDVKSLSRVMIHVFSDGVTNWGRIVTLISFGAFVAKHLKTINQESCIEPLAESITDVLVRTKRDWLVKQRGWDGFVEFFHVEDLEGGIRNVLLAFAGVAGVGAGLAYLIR
# Rac1 act GTP bind: modulators of GTP binding to human Rac1 activated mutant. P63000. GST-Rac1 activated beads, fluorescent GTP binding, flow cytometry; actives lie on both sides; 100% means binding = to untreated wells. percent activity (GTP binding), % at 10 µM. 0.11% of 190,000 active. AID 764;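 active = GTP binding at least 20 percentage points away from the 100% baseline, in either direction, so actives lie on both sides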
# RGS8-Gao reg: regulators of human RGS8-Galphao interaction. P09471. multiplexed bead flow cytometry, RGS8-Galphao binding; actives lie on both sides. response (percent of control binding), % at 10 µM. 0.34% of 220,000 active; in the data active = response below about 60% or above about 140%; inactive = in between;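 also: Galphao activated as the GDP aluminium fluoride complex binding bead-coupled RGS8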
# Target sequence (P09471 whole entry, looked up): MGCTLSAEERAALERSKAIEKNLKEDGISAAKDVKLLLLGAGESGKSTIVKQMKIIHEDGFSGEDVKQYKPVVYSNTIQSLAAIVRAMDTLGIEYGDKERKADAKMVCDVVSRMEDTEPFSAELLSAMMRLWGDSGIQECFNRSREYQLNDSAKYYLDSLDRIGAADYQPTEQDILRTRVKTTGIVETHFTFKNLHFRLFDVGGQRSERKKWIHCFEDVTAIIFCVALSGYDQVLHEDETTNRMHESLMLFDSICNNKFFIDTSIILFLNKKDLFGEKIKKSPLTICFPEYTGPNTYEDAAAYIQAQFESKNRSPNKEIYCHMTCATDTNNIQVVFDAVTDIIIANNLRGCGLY
# Rac1 wt GTP bind: alters GTP binding to wildtype human Rac1 | 0.27% of 190,000 active | P63000 | AID 757 | GTP binding activity (% of control), % at 10 µM | GST-Rac1 beads, fluorescent GTP binding, flow cytometry; actives lie on both sides; 0 = cold GTP competed, 100 = untreated;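 active = GTP binding activity at least 20 points away from the 100% control level, either lower or higher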
# Mcl1-Noxa inh: Mcl-1/Noxa interaction inhibition; inhibition, % at 21.7 µM; AID 1022; 1.5% of 220,000 active; TR-FRET Mcl-1/Noxa peptide binding, 2 h;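 active = compounds that cut the protein-peptide binding signal by more than 50% relative to plate controls in a single-dose test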;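 also: His-tagged Mcl-1 with rhodamine Noxa BH3 peptide and terbium anti-His antibody; 0% = Mcl-1 plus Noxa peptide wells and 100% = peptide-only wells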
# Rab7 wt modul: alters GTP binding to wildtype dog Rab7. AID 758. 0.055% of 190,000 active. GST-Rab7 beads, fluorescent GTP binding, flow cytometry; actives lie on both sides; untreated = 100%, excess cold GTP = 0%. GTP binding activity (percent of control), % at 10 µM;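 active = fluorescent GTP binding to Rab7 beads changed by at least 20 points from the 100% baseline, either direction, mostly lower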;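 also: median green fluorescence of bound Bodipy-FL-GTP per Rab7 bead population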
# HRas wt GTP: modulators of GTP binding to human HRas wildtype. GST-Ras wt beads, Bodipy-FL-GTP binding, flow cytometry; actives lie on both sides. GTP binding activity, % at 10 µM. 0.14% of 190,000 active. AID 759;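 active = GTP binding activity at least 20% away from the 100% baseline, either lowered as inhibitor or raised as activator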;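 also: 0% = unlabeled GTP competition control and 100% = no-compound control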
# Mcl1-Bid inh: Mcl-1/Bid interaction inhibition; Q07820; TR-FRET Mcl-1/Bid-Dy647 peptide binding, 1536-well; inhibition, % at 21.7 µM; 0.97% of 220,000 active; AID 1021;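 active = compounds that cut the binding signal by more than half at the single screening dose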;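 also: His-tagged Mcl-1 with europium anti-His antibody binding Bid BH3 peptide; 0% = Mcl-1 plus peptide wells and 100% = peptide-only wells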
# Pf gamet viab: kills late stage P. falciparum gametocytes; AID 743093; 0.065% of 150,000 active; inhibition, % at 10.9 µM; P. falciparum stage V gametocytes, ATP luminescence, 24 h;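 active = inhibition above the mean plus 3 SD of compounds within the control limits, set per campaign, cut at about 38% in these data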;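 also: 0% = DMSO wells and 100% = medium only without gametocytes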
# Cdc42 wt: human Cdc42 wildtype GTP binding change, either direction. GST-Cdc42 beads, Bodipy-GTP binding, flow cytometry; actives lie on both sides. percent activity (GTP binding), % at 10 µM. 0.2% of 190,000 active. P60953;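 active = percent activity GTP binding at least 20 points away from the 100% baseline, either down as inhibitor or up as activator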;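 also: median bead fluorescence of bound Bodipy-FL-GTP at 100 nM; 0% = excess unlabeled GTP control and 100% = no compound control; below 100% means less GTP binding so inhibitor and above means activator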
# Target sequence (P60953 whole entry, looked up): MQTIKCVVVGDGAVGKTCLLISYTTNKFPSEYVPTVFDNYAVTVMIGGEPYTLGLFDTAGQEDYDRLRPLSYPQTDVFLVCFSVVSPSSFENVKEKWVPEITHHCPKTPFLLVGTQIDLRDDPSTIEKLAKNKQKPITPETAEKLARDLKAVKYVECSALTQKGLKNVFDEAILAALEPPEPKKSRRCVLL
# An asterisk follows results filed as active; x = no result given; & = joins results of further samples.
no.	mol	Mcl-1 Bim block	Pf gamet viab	HRas wt GTP	Mcl1-Noxa inh	Mcl1-Bid inh	Rab2A wt mod	Rac1 act GTP bind	RGS8-Gao reg	Rac1 wt GTP bind	Rab7 wt modul	Cdc42 wt
1	CCN(CC)CCNC(=O)c1ccc(NC(=O)COc2ccccc2F)cc1	1	0	96	-14	-17	95	98	113	99	96	98
2	O=C(Nc1ccc(-c2noc(CCc3ccccc3)n2)cc1)c1ccco1	0	-12	99	4	-12	98	97	99	100	102	97
3	COC(=O)c1ccc(Cl)c(NC(=O)NC2CCCCC2)c1	-1	x	99	5	-30	99	99	99	100	100	101
4	CC(C)CC(=O)NC(=S)N(Cc1ccccc1)Cc1ccccc1	0	x	99	56*	-31	97	101	96	102	99	101
5	CS(=O)(=O)Nc1ccc(OCc2ccccc2)cc1	0	x	101	-1	-25	100	100	101	106	96	100
6	C/C(=N\NC(=O)OC(C)(C)C)c1ccc[nH]1	1	2	98	3	-95	98	98	98	100	94	94
7	Cc1c(NC(=O)Cn2nc(C(=O)O)c3ccccc3c2=O)c(=O)n(-c2ccccc2)n1C	-1	x	104	-4	-39	99	97	98	105	103	102
8	c1ccn(-c2ccc(-c3ccn[nH]3)cc2)c1	-2	0	96	17	-12	98	97	100	98	102	92
9	O=C(Nc1ccc2c(c1)OCCO2)c1c(F)c(F)c(F)c(F)c1F	-6	-24	96	-13	-16	98	96	97	100	95	97
10	Cc1ccc(C(=O)CCNc2ccc(Cl)cc2)o1	-3	x	103	-4	-38	102	101	100	100	101	104

# Further records follow:
no.	mol	Mcl-1 Bim block	Pf gamet viab	HRas wt GTP	Mcl1-Noxa inh	Mcl1-Bid inh	Rab2A wt mod	Rac1 act GTP bind	RGS8-Gao reg	Rac1 wt GTP bind	Rab7 wt modul	Cdc42 wt
11	Cc1ccc(C(=O)N/C(=C/c2cccs2)C(=O)N2CCCCC2)cc1	-3	5	97	-3	-4	98	95	101	98	97	98
12	COc1ccc(/C(O)=C2\C(=O)C(=O)N(c3cc(C)on3)C2c2ccccc2OC)cc1C (stereo not given)	-3	x	99	26	-15	97	96	101	103	98	100
13	COc1cc(OC)cc(C(=O)N[C@H](C(=O)OCC(=O)c2ccc(F)cc2)C(C)C)c1	0	-3	100	5	0	99	97	101	99	105	95
14	COc1cccc(C(=O)OC(C)CN2CCCC2)c1 (stereo not given)	-3	15	104	24	-16	102	100	103	109	102	103
15	CC1=CC(C)[C@H](/C=N/n2c(=O)[nH]c3c([nH]c4ccc(C)cc43)c2=O)C(C)C1 (stereo not given in full)	4	2	99	14	-22	101	97	101	99	105	99
16	CCOC(=O)c1cc(-c2ccc(OC)cc2)nc2c1c(C)nn2CCC#N	-8	-7	103	-18	2	101	99	100	106	100	102
17	O=C(NCC(F)(F)F)N1CCOCC1	0	x	100	-2	3	101	99	106	103	99	102
18	Cc1cc(C(=O)N2CCN(S(=O)(=O)c3ccccc3F)CC2)c(C)o1	-1	9	101	-8	-14	98	98	91	103	104	97
19	O=C(Cc1nc(-c2ccc([N+](=O)[O-])cc2)cs1)Nc1ccccc1	9	x	100	5	-1	99	102	96	105	99	103
20	CCC(=O)Nc1nnc(SCc2ccccc2F)s1	0	x	100	-1	-3	100	96	101	101	106	99

# Next section.
no.	mol	Mcl-1 Bim block	Pf gamet viab	HRas wt GTP	Mcl1-Noxa inh	Mcl1-Bid inh	Rab2A wt mod	Rac1 act GTP bind	RGS8-Gao reg	Rac1 wt GTP bind	Rab7 wt modul	Cdc42 wt
21	Oc1c(C=NCc2ccccc2)sc2ccccc12	-3	-8	97	4	-19	99	97	96	104	95	94
22	Cc1cc(C)cc(N(C(C)C(=O)Nc2c(C)n(C)n(-c3ccccc3)c2=O)S(C)(=O)=O)c1 (stereo not given)	-7	1	99	17	6	102	97	104	102	100	99
23	O=C(Nc1ccon1)c1cccc(Cl)c1	-2	x	105	-3	-20	107	101	103	105	108	106
24	Cc1sc(NC(=O)CSc2nnnn2C2CCCC2)c(C#N)c1C	0	x	96	-6	-13	94	94	94	95	93	95
25	O=C(NC1CCCCC1)NC1CC2CCC(C1)N2Cc1nnnn1Cc1ccc2c(c1)OCO2 (stereo not given)	-5	x	101	-7	-4	101	100	103	100	102	103
26	COC(=O)N[C@H](CC(C)=O)c1cccc(C(F)(F)F)c1	0	x	101	5	-3	98	96	102	103	101	103
27	CC(c1nnc(SCn2nnc3ccccc3c2=O)n1-c1ccc(Cl)cc1)N(C)C (stereo not given)	2	x	98	16	-77	97	96	93	101	98	100
28	CN(c1ccc(C(=O)NCCc2ccccc2)cc1)S(C)(=O)=O	-3	x	97	8	1	99	100	102	98	96	102
29	O=C(c1ccccc1)c1cnc(-c2ccc(Cl)cc2)s1	-1	16	103	-5	7	102	100	99	101	100	105
30	CCOC(=O)c1c(C)oc2ccc(NS(=O)(=O)c3ccc(C(=O)O)cc3)cc12	0	-12	98	16	-64	95	91	100	93	103	92

# More compounds:
no.	mol	Mcl-1 Bim block	Pf gamet viab	HRas wt GTP	Mcl1-Noxa inh	Mcl1-Bid inh	Rab2A wt mod	Rac1 act GTP bind	RGS8-Gao reg	Rac1 wt GTP bind	Rab7 wt modul	Cdc42 wt
31	CC(Oc1ccccc1)C(=O)Nc1cccc([N+](=O)[O-])c1 (stereo not given)	1	-13	96	11	-24	96	93	101	98	95	95
32	CCOC(=O)c1c(-c2ccc(OC)c(OC)c2)csc1NC(=O)C1CCCO1 (stereo not given)	-4	0	96	11	-13	95	96	101	97	105	95
33	CC(C)c1nnc(NC(=O)CCC(=O)NCC2CCCO2)s1 (stereo not given)	-1	13	96	2	-23	100	97	101	102	97	99
34	COc1ccc(Cc2c(N)nc(N)nc2N)cc1	4	x	94	x	x	96	95	104	96	92	95
35	COc1ccccc1NC(=O)COC(=O)C12CC3CC(CC(Cl)(C3)C1)C2	0	11	96	0	-27	96	96	100	96	92	97
36	CCC1CO/C(=C(\C(=C(Cl)Cl)N2CCOCC2)[N+](=O)[O-])N1 (stereo not given)	-1	-15	96	0	-28	95	97	103	101	101	96
37	CCCn1c(SC(C)C(=O)O)nc2ccccc21 (stereo not given)	-2	x	103	-4	17	103	101	100	103	102	106
38	COc1cccc(-n2c(=S)sc3c(=O)n(-c4ccccc4OC)c(SCC4OCCO4)nc32)c1	-2	13	98	12	-1	98	95	100	100	96	96
39	O=C(CC1C(=O)NCCN1C/C=C/c1ccccc1)NCCCC1CCCC1 (stereo not given)	10	-4	99	12	-8	98	96	101	102	103	97
40	CSC1=C(C#N)C(CC(C)C)C(C(C)=O)=C(C)N1 (stereo not given)	-1	-12	100	-6	-18	100	98	100	102	101	102

# (next part)
no.	mol	Mcl-1 Bim block	Pf gamet viab	HRas wt GTP	Mcl1-Noxa inh	Mcl1-Bid inh	Rab2A wt mod	Rac1 act GTP bind	RGS8-Gao reg	Rac1 wt GTP bind	Rab7 wt modul	Cdc42 wt
41	Cc1cccc(N2CCN(C(=O)COc3ccc4c(c3)CCC4)CC2)c1C	-5	x	96	10	-3	97	92	103	98	100	93
42	COc1cccc(OCc2nnc(SCc3cc(=O)[nH]c4ccccc34)o2)c1	1	-9	94	7	-27	93	91	104	91	94	92
43	CC(C)(C)NC(=O)NC(=O)COC(=O)c1nc(-c2ccccc2)n(-c2cccc(C(F)(F)F)c2)n1	-3	31	97	18	3	97	94	103	100	100	101
44	CCOc1cc(C(=O)Nc2c3c(nn2C(C)(C)C)CS(=O)C3)cc(OCC)c1OCC (stereo not given)	-3	8	99	-7	-18	97	98	104	104	100	99
45	Cc1ccc(-n2c3nc(=O)[nH]c(=O)c-3cc3cc([N+](=O)[O-])ccc32)cc1	2	8	82	16	7	82	80	102	77*	87	80
46	O=C(O)CSc1cccc2cccnc12	6&1	x	100&102	5&13	-9&-6	98&102	101&99	112&86	102&103	95&103	101&104
47	CN(C)/C=N/c1ncc(C(=O)c2ccc(-c3ccccc3)cc2)s1	-3	-20	96	11	5	97	93	100	96	99	94
48	O=C(CSCc1ccc([N+](=O)[O-])cc1)NC1CC2CCC1C2 (stereo not given)	0	-27	101	-2	-44	100	100	99	105	98	100
49	COc1cc(C2NC(=O)NC(C)=C2C(=O)OCc2ccccc2)ccc1O (stereo not given)	-2	x	97	-3	-12	95	98	117	97	96	92
50	CCOC(=O)/C(=C/c1ccccc1)NC(=O)c1ccco1	-4	-1	99	24	-30	99	100	99	100	102	99

# More compounds:
no.	mol	Mcl-1 Bim block	Pf gamet viab	HRas wt GTP	Mcl1-Noxa inh	Mcl1-Bid inh	Rab2A wt mod	Rac1 act GTP bind	RGS8-Gao reg	Rac1 wt GTP bind	Rab7 wt modul	Cdc42 wt
51	Cc1cc(C)n(C(=O)COc2ccc([N+](=O)[O-])cc2)n1	-5	x	99	-2	-2	99	99	102	104	98	102
52	CCOc1ccccc1NC(=O)CN(c1ccc(OC)cc1OC)S(=O)(=O)c1ccccc1[N+](=O)[O-]	-2	16	96	9	-1	97	96	103	97	95	97
53	N#Cc1c(-c2ccccc2)nc(-c2ccncc2)[nH]c1=O	0	7	98	1	23	99	95	98	101	99	101
54	Cc1c(C=O)c2ccccc2n1CC(=O)NCc1ccc2c(c1)OCO2	-3	18	98	-13	-2	99	96	99	101	106	101

# Of the compounds above, 7 contain an aryl thioether with sulfur outside any ring.
no.	mol	Mcl-1 Bim block	Pf gamet viab	HRas wt GTP	Mcl1-Noxa inh	Mcl1-Bid inh	Rab2A wt mod	Rac1 act GTP bind	RGS8-Gao reg	Rac1 wt GTP bind	Rab7 wt modul	Cdc42 wt
20	CCC(=O)Nc1nnc(SCc2ccccc2F)s1	0	x	100	-1	-3	100	96	101	101	106	99
24	Cc1sc(NC(=O)CSc2nnnn2C2CCCC2)c(C#N)c1C	0	x	96	-6	-13	94	94	94	95	93	95
27	CC(c1nnc(SCn2nnc3ccccc3c2=O)n1-c1ccc(Cl)cc1)N(C)C (stereo not given)	2	x	98	16	-77	97	96	93	101	98	100
37	CCCn1c(SC(C)C(=O)O)nc2ccccc21 (stereo not given)	-2	x	103	-4	17	103	101	100	103	102	106
38	COc1cccc(-n2c(=S)sc3c(=O)n(-c4ccccc4OC)c(SCC4OCCO4)nc32)c1	-2	13	98	12	-1	98	95	100	100	96	96
42	COc1cccc(OCc2nnc(SCc3cc(=O)[nH]c4ccccc34)o2)c1	1	-9	94	7	-27	93	91	104	91	94	92
46	O=C(O)CSc1cccc2cccnc12	6&1	x	100&102	5&13	-9&-6	98&102	101&99	112&86	102&103	95&103	101&104

# High-throughput results: PubChem, several laboratories
